# NTR1 ag: NTR1-driven beta-arrestin-GFP spot formation – imaging, U2OS cells, high content, primary screen (AID 493036); agonist mode; P30989; actives 0.17% (n = 330,000); activation, % at 20 µM;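 active = activation at or above 40% of the spot to cytoplasm intensity ratio, with at least 20 cells analyzed; inconclusive = wells under 20 cells, flagged as cytotoxic or low count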;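 note: 0% = DMSO without peptide and 100% = 100 nM NTR1 peptide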
# Target sequence (P30989 whole entry, looked up): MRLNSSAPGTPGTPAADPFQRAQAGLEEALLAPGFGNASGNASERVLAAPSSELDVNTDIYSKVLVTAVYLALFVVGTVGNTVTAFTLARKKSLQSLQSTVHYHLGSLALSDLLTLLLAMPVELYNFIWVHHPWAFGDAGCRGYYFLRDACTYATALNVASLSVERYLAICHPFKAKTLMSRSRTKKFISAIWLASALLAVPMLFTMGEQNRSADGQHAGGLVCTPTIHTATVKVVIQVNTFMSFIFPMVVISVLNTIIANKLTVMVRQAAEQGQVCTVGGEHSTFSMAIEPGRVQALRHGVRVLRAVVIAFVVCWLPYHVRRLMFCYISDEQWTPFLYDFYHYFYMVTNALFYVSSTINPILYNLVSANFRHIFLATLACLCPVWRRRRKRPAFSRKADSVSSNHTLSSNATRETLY
# T cell modulator: modulates CD8 T cell binding to vesicles | 2C CD8+ T cell-vesicle binding, flow cytometry; active compounds read low | calls only at 7 µM | actives 0.068% (n = 330,000) | AID 2052;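 active = response, share of CD8 T cells binding vesicles, and their 90th percentile fluorescence all below set limits, cut at about 80% in these data, passing the limit was not always enough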
#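 Read-out – percent CD8+ FL2 mean versus row control · System – murine 2C transgenic CD8+ T lymphocytes · Times – 1.5 h cell–vesicle binding at 37 °C, then 20 min icy labelling · Control set – naked vesicles low, QL9 vesicles with vehicle high · Detection – cytometric PE anti-B7-1 and Alexa647 anti-CD8 signals after 1% paraformaldehyde fixation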
# RSV antiviral HEp-2: RSV antiviral activity via CPE protection, HEp-2 cells, primary 10 µM value included (AID 2391); actives 0.13% (n = 310,000); CPE inhibition, % at 10 µM; hits with a dose series show IC50 in µM; HEp-2 cells, RSV-induced CPE inhibition; higher % means a stronger effect; in the data active = a potency from the dose series; inconclusive = CPE inhibition mostly from about 23% at the one dose, without a potency; inactive = the rest, 99 in 100 with CPE inhibition below about 21%; note: strong numbers were not always called active
# MgcRacGAP inhibition: MgcRacGAP GTPase-activating activity inhibitors, confirmation, biochemical, ADP Hunter fluorescence; MgcRacGAP-stimulated Rac1 GTP hydrolysis, ADP Hunter fluorescence; higher % means a stronger effect; GST-tagged Rac1 F28L mutant substrate; actives 0.6% (n = 340,000); AID 624330; inhibition, % at 30 µM, or IC50 in µM where a hit was titrated;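 active = first-screen hits whose inhibition reached a set limit at any dose in the follow-up dose series; inconclusive = inhibition above the set first-screen limit but never retested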;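 note: fluorescence reports GDP produced by GAP-driven GTP hydrolysis; strong numbers were not always called active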
# TNAP activators: stimulation of alkaline phosphatase TNAP activity – biochemical, luminescent, no phosphate acceptor, uHTS, primary screen (AID 1001); purified TNAP, luminescent activation assay, no phosphate acceptor; higher activation fold means a stronger effect; activation fold at 20 µM, or EC50 in µM where a hit was titrated; actives 0.03% (n = 200,000); in the data active = activation fold from about 3, or a potency from the dose series; inactive = the rest, 99 in 100 with activation fold below about 1.6; note: many of its hits are not listed in these tables
# Salmonella PhoP GFP: PhoP-dependent GFP reporter repression – Salmonella Typhimurium, primary screen (AID 1863) | actives 0.16% (n = 300,000) | inhibition, % at 50 µM, or IC50 in µM where a hit was titrated | S. Typhimurium PhoP-regulated promoter GFP reporter, 4 h; higher % means a stronger effect;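 active = inhibition over 29.93%, a cutoff 3 SD above the screen mean, later confirmed by dose response; inconclusive = inhibition over 29.93% but no dose response follow-up; inactive = inhibition at most 29.93% or unconfirmed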;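 note: 0% = low Mg2+ inducing control and 100% = high Mg2+ repressing control; strong numbers were not always called active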
# SV40 large T antigen: SV40 large T antigen inhibitors, biochemical (AID 1903). SV40 large T antigen ATPase/helicase inhibition assay; higher % means a stronger effect. one-dose inhibition, % at 20 µM; IC50 in µM for titrated hits. actives 0.39% (n = 310,000); in the data active = a potency from the dose series; inconclusive = inhibition mostly from about 32% at the one dose, without a potency; inactive = the rest, 99 in 100 with inhibition below about 32%; note: strong numbers were not always called active
# Myeloid diff 2: myeloid differentiation induction | calls only at 10 µM | AID 624256 | ER-HoxA9 myeloid progenitors, lysozyme-GFP differentiation, flow cytometry | actives 1% (n = 360,000);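 active = normalized GFP-positive differentiation at or above the plate's own cutoff, the solvent-only control mean plus 3 SD; inconclusive = no clear call, values can overlap the other calls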;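 note: cells exposed to compound for four days before flow analysis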
# UTI89 phage lysis: protection from phage-mediated lysis, alamar blue read-out – E. coli UTI89, K1F phage, bacterial capsule biogenesis inhibitors (AID 488966); E. coli UTI89 K1F phage lysis, alamar blue, 2 h; higher % means a stronger effect; one-dose inhibition, % at 100 µM; IC50 in µM for titrated hits; actives 0.02% (n = 340,000);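 active = phage lysis inhibition, versus mean bacterial control, above a set limit; inconclusive = no clear call, values can overlap the other calls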;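 note: capsule biogenesis inhibitors block K1F phage lysis so surviving cells raise fluorescence; higher fluorescence means more inhibition of phage lysis; actives were called in the ten point dose series up to 300 µM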
# T cell modulator vesicle-bound %: further read-out of T cell modulator, marked with its call; double positive events, %; measured here: CD8+ vesicle-bound cell fraction;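 binding gate set so that unloaded-vesicle control wells show 10% double positive cells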
# NTR1 ag cell count 20 µM: also measured in NTR1 ag; calls as there; cell count; measured here: cell count, cytotoxicity flag
# Myeloid diff 2 GFP+ MAC1+ %: recorded beside Myeloid diff 2, whose call it bears; GFP+ MAC1+ double positive, %; measured here: differentiation confirmed by MAC1 staining
# Numbers without * were called inactive; i = inactive; ? = inconclusive; / = not tested or not shown; & = joins results of further samples; [ ] = remark or other dose.
SMILES	MgcRacGAP inhibition	Myeloid diff 2 GFP+ MAC1+ %	T cell modulator vesicle-bound %	TNAP activators	RSV antiviral HEp-2	NTR1 ag	UTI89 phage lysis	NTR1 ag cell count 20 µM	SV40 large T antigen	Salmonella PhoP GFP	T cell modulator	Myeloid diff 2
O=C(CCNC(=O)N1CC(=O)Nc2ccccc21)NCCc1cccc(F)c1	9%	1.4	61	/	0.3%	3.3	0.3%	60	8%	0%	i	i
O=C(NC1CCCC1)C(c1ccccn1)N(C(=O)c1csnn1)c1ccccc1 (stereo not given)	10%	0.1	34	/	0.8%	-0.7	0.1%	65	18%	9%	i	i
CCN1CCN(C(=O)/C=C/c2cccc(Cl)c2)CC1	8%	0.0	5	/	0.4%	-0.6	0.1%[50 µM]	48	1%	-5%	i	i
COc1ccc(CCNC(=O)c2c[nH]c3ccc(F)cc3c2=O)cc1OC	2%	0.4	8	/	1.1%	1.4	0.3%	47	7%	3%	i	i
CC(CCc1ccccc1)NC(=O)c1nnc(Cc2ccc(F)cc2)o1 (stereo not given)	3%	2.4	34	1	0.9%	-1.0	0.9%	54	10%	5%	i	i
CC(C)CC(=O)Nc1ccnn1C1CCN(C(=O)c2ccc(F)cc2Cl)CC1	8%	1.5	8	/	1.8%	2.7	0.1%	69	0%	-6%	i	i
COc1ccccc1C1C([N+](=O)[O-])=CC([N+](=O)[O-])=CN1C (stereo not given)	12%	0.2	62	0.8	0.8%	2.8	-0.1%	69	?	10%	i	i
Cc1n[nH]c(C)c1CN(C)C(=O)C1CCC(=O)N(CCc2cccc(F)c2)C1 (stereo not given)	-10%	1.2	6	/	1.1%	0.7	0.2%	48	-11%	-1%	i	i
CC(CCc1ccccc1)NC(=O)Cc1ccc([N+](=O)[O-])cc1 (stereo not given)	12%	0.2	35	1.1	1.1%	-0.6	3.7%	40	2%	-10%	i	i
COc1ccc(-c2[nH]ncc2CN2CCCC(C(=O)c3ccc(OC)cc3OC)C2)cc1 (stereo not given)	1%	0.1	26	1	0.5%	-0.7	0.5%	81	7%	-12%	i	i
O=C(CN1CCOCC1)Nc1ccc2c(c1)OCO2	2%	0.7	27	1	2.2%	1.3	0.2%	68	2%	4%	i	i
CCOC(=O)c1cnn(-c2ccc(C(F)(F)F)cn2)c1N	5%	0.8	41	1	4.5%	-0.8	0.4%	69	11%	10%	i	i
COc1cc(OC)cc(C(=O)Nn2cnnc2)c1	14%	0.8	39	/	1.1%	0.0	2.1%	32	15%	-6%	i	i
CCC(C)c1ccc(OCC(=O)Nc2cccc(C(=O)Nc3ccc(C(=O)O)cc3)c2)cc1 (stereo not given)	5%	0.5	16	/	7.2%	1.9	0.3%[50 µM]	55	-4%	7%	i	i
O=C(NCC1CCCO1)c1onc(CSc2ccc(Cl)cc2)c1C(=O)O (stereo not given)	2%	0.9	/	1.1	0.8%	-3.0	0.0%	78	7%	-3%	/	i
O=C1C2CSCN2C(=O)CN1CCCN1CCN(C(c2ccccc2)c2ccccc2)CC1 (stereo not given)	10%	0.2	42	1	-1.2%	-1.2	0.1%	78	5%	16%	i	i
Cn1nnnc1SCc1nnc(-c2ccc(F)cc2)o1	8%	0.7	3	1.1	0.4%	0.5	0.3%	60	-1%	7%	i	i
CNc1nc(-c2ccc(Cl)cc2)cs1	15%	0.4	23	1	5.0%	-2.0	0.3%	39	3%	6%	i	i
COCCn1c(C(F)(F)F)ccc(NC(=O)c2ccccc2)c1=O	6%	0.1	30	/	1.1%	-0.9	0.4%	54	3%	8%	i	i
CC1(C)Cc2c(c(N3CCOCC3)nc3sc(C(=O)N4CCCCC4)c(N)c23)CO1	6%	5.9	39	1.2	0.6%	1.9	-1.8%	51	0%	4%	i	i
c1ccc(COc2cccc(CNCc3cccnc3)c2)cc1	2%	0.1	53	1.1	-2.3%	0.8	3.8%	42	3%	4%	i	i
COc1cccc(NC(=O)Nc2ccc(C)c(Cl)c2)c1	11%	0.4	40	1.2	9.1%	1.5	-0.7%	63	-3%	4%	i	i
Cc1ccc(C(=O)NCc2ccc3c(c2)OCO3)cc1S(=O)(=O)N1CCOCC1	4%	0.8	4	1.1	1.3%	1.2	-0.7%	37	3%	-12%	i	i
COc1ccc(CCC(=O)Nc2cc(S(C)(=O)=O)ccc2Cl)cc1	3%	0.6	51	1.2	1.1%	-0.7	0.8%	59	6%	6%	i	i
Clc1cccc(CNCC2CCCO2)c1Cl (stereo not given)	11%	0.6	56	/	0.4%	0.0	0.0%	64	24%	-3%	i	i
Cc1ccccc1CS(=O)(=O)Cc1ccc(C(=O)NCc2cccnc2)o1	1%	4.0	25	1	0.2%	0.4	-0.2%	43	3%	-5%	i	i
CCOC(=O)CN1C(=O)/C(=C2\SC(=S)N(NC(=O)c3cccnc3)C2=O)c2ccccc21	10%	1.0	45	/	1.5%	-1.3	-0.8%	61	28%	-4%	i	i
Cc1onc(-c2c(Cl)cccc2Cl)c1C(=O)N[C@@H]1C(=O)N2[C@@H]1SC(C)(C)[C@@H]2C(=O)O	3%	3.1&0.8	24	/	3.0%	-0.8&0.8	6.2%&0.3%	55&90	12%	-3%	i	i
CC(Nc1nc(C(F)(F)F)nc2ccccc12)c1cccs1 (stereo not given)	4%	0.0	20	/	12%	11	0.0%	40	8%	3%	i	i
CC1CCN(S(=O)(=O)c2ccc(C(=O)Nc3sccc3C(N)=O)cc2)CC1	6%	2.4	33	0.9	18%	4.1	0.2%	81	-1%	-1%	i	i
Clc1ccc(OCCCc2nc(-c3cccnc3)no2)c(Cl)c1	8%	0.6	53	1.1	9.6%	3.6	9.1%	64	1%	8%	i	i
C#Cc1ccc([C@H]2C=C(C(=O)NCc3nc4ccccc4[nH]3)O[C@@H](OCc3ccc(CO)cc3)C2)cc1	6%	4.2	34	/	10%	-0.7	1.1%	95	21%	0%	i	i
COc1ccc(F)cc1S(=O)(=O)NCc1ccccc1	0%	0.3	69	1	0.4%	-0.6	-1.4%	54	22%	-5%	i	i
CCO[C@H]1OC(C(=O)O)=C[C@@H](C2CCCCC2)[C@@H]1CCCO	12%	2.1	25	1.1	1.4%	-0.3	0.8%	46	2%	-12%	i	i
O=C(CSc1nnc(CCCN2C(=O)c3cccc4cccc(c34)C2=O)n1-c1ccccc1)N1CCN(CCO)CC1	9%	0.3	18	1	1.2%	0.2	0.0%	65	0%	4%	i	i
O=S(=O)(NCC(c1cccnc1)N1CCN(c2ccccc2)CC1)c1cc(F)ccc1F (stereo not given)	3%	0.4	33	1.2	-0.1%	-0.1	0.1%	45	4%	6%	i	i
C[C@@H]1C=C[C@](Cc2ccccc2)(C(=O)NCC2CC2)N1C(=O)c1ccccc1	5%	0.6	35	1.1	2.6%	1.3	-1.2%	68	5%	4%	i	i
N#C/C(=C(/O)C(Cl)(Cl)Cl)c1nc2ccccc2[nH]1	8%	0.6	25	/	1.3%	4.0	0.0%	66	4%	-1%	i	i
CC(C)n1nnnc1-c1cccc(Cl)c1	8%	1.1	23	1.1	0.4%	-0.2	8.3%	68	10%	-8%	i	i
COc1ccc(OC)c(NC(=O)CC2SC(=Nc3ccccc3)N(CCc3ccccn3)C2=O)c1 (stereo not given)	-5%	1.2	44	1.1	0.8%	1.1	-0.3%	95	3%	-4%	i	i
CCOC(=O)C1CCN(c2c(NCc3ccc(C(=O)NCCOC)cc3)c(=O)c2=O)CC1	10%	1.1	41	1.1	1.7%	-0.1	0.5%	60	2%	-10%	i	i
CCOC(=O)c1ccc(NC(=O)CC2SC(=NC)N(C)C2=O)cc1 (stereo not given)	15%	0.5	32	1.1	5.1%	-0.7	0.5%	45	29%	0%	i	i
O=C(CSc1nnc(-c2ccc(F)cc2)n1CC1CCCO1)NCc1ccco1 (stereo not given)	9%	0.4	12	/	1.6%	-0.1	-0.1%	53	5%	12%	i	i
CCN1CCN(c2nc3ccccn3c(=O)c2/C=C(\C#N)S(=O)(=O)c2ccccc2)CC1	14%	0.4	40	/	/	0.2	-0.2%	55	20%	-6%	i	i
N#C/C(=C\Nc1ccc2c(c1)OCCO2)C(=O)NCc1ccco1	15%	0.4	58	/	2.0%	-0.8	-1.2%	52	7%	-7%	i	i
COc1cccc(NC(=O)CN(C)C(=O)COc2ccc3ccccc3c2)c1	7%	0.6	32	1.1	?	1.7	0.8%	80	10%	-12%	i	i
C=CCc1cc(Cl)ccc1OCCNCCCOC	?	0.7	56	1.1	-0.7%	0.3	0.8%	69	3%	1%	i	i
COc1ccc(NC(=O)Nc2cccnc2)c(OC)c1	-8%	1.1	6	1.1	-0.8%	1.0	-0.3%	73	1%	-5%	i	i
Cc1ccnc(N2CCCC(C(=O)NC3CC3)C2)n1 (stereo not given)	-3%	/	51	/	1.3%	-0.6	1.4%	34	22%	2%	i	?
CCn1ncc(CN2CCC(Oc3cc(C(=O)NC4CC4)ccc3OC)CC2)c1C	8%	0.7	13	/	0.0%	0.3	-0.1%	82	20%	7%	i	i
O=C(Cn1c(NCCO)nc2ccccc21)NCC1CCCO1 (stereo not given)	0%	0.2	45	1	-0.5%	0.0	0.4%	68	3%	0%	i	i
Cc1sc2nc(CSc3ccccc3)nc(NCCN(C)C)c2c1C	7%	0.2	24	1.1	0.3%	0.6	8.1%	44	14%	-3%	i	i
Cc1cccnc1NC(=O)c1ccc(S(=O)(=O)NCc2ccco2)cc1	5%	0.5	41	/	-1.0%	-1.2	0.7%[50 µM]	83	13%	1%	i	i
